From PubChem
Mot1-301 SUMO: inhibitors of SUMOylation pathway: yeast Mot1-301 growth rescue. AID 2716. S. cerevisiae Mot1-301 growth rescue, ATP luminescence, 38.5C; percent above DMSO median, 100 means doubled. actives 1% (n = 320,000). growth rescue, % at 18.8 µM;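 active means every valid replicate shows activation above 250% relative to neutral control wells; inactive means the rest, any valid replicate at or below 250%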;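 further: OY570 slx delta 5 strain wells were the positive control but not used for scaling; some compounds called inactive have numbers as strong as hits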
PKA-R1A activ: activators of PKA-R1A complex; P00514+P68181; PKA-R1A dissociation, Cy5-IP20 fluorescence polarization; scaled: DMSO 0%, 113 µM cGMP 100%; activation, % at 11.4 µM; actives 0.083% (n = 340,000);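 active means percent activation above the mean of all tested compounds plus 3 SD, cut at about 19% in these data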;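 further: higher means more PKAc released from R1A so a rise in polarization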
phage Ecoli inh: E. coli growth loss with phage present; actives 0.26% (n = 360,000); inhibition, % at 11.9 µM; growth absorbance; in the data active means inhibition above about 11%
PfHsp90 set2: growth inhibition of yeast expressing Plasmodium Hsp90. inhibition, % at 9.4 µM. AID 504621. S. cerevisiae expressing PfHsp90, BacTiter-Glo ATP, 48 h; yeast lacking PDR1 and PDR3 efflux regulators. actives 0.32% (n = 310,000);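 active means every replicate shows inhibition above about 80%, whatever the replicate mean, limit read from the data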;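 further: 0% = DMSO neutral controls and 100% = 20 µM radicicol positive controls; yeast relying on Plasmodium falciparum Hsp90 in place of its own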
AddAB inh: less growth of phage-infected E. coli with AddAB. E. coli expressing H. pylori AddAB, absorbance growth. inhibition, % at 11.9 µM. actives 0.29% (n = 330,000); in the data active means inhibition above about 12%;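 further: 0% = vehicle wells of infected cells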
HTR5A inv ctr: HTR5A inverse agonism, opioid heterodimer counter-screen. P47898. HTR5A cell line, luminescence. inhibition, % at 9.3 µM. actives 0.083% (n = 340,000). AID 504634; in the data active means inhibition mostly above about 23%, no sharp cut-off; inactive means mostly below about 18%;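 further: 0% = cells with DMSO and 100% = no-cell wells with DMSO; some compounds called inactive have numbers as strong as hits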
HTR5A ag ctr: HTR5A agonism, opioid heterodimer counter-screen | activation, % at 9.3 µM | P47898 | actives 0.61% (n = 340,000) | HTR5A agonist assay, luminescence, cell-based | AID 504692; in the data active means activation mostly above about 9.5%, no sharp cut-off; inactive means mostly below about 7.6%;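 further: 0% = cells with vehicle only and 100% = reference agonist; strong numbers were not always called active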
E coli growth: reduces bacterial viability in AddAB counter-screen; E. coli V3065 growth, OD600 absorbance, 18 h; inhibition, % at 11.9 µM; actives 0.27% (n = 330,000); AID 449728;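 active means inhibition above the campaign's mean inhibition across all tested compounds plus 3 SD, cut at about 9.9% in these data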;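 further: uninfected addAB+ strain grown without phage in ampicillin broth; 0% = DMSO wells and 100% = ciprofloxacin 0.95 µg/ml wells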
OPRM1-OPRD1 inv: inverse agonist of human OPRM1-OPRD1 heterodimerization; inhibition, % at 9.3 µM; P35372+P41143; actives 0.21% (n = 340,000); cell-based MOR-DOR heterodimer luminescence, inverse agonism; in the data active means inhibition above about 22%, passing the limit was not always enough;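 further: 0% = cells with DMSO and 100% = wells without cells with DMSO; values of inactives mirror those of a sister screen read the other way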
DSG3 Ab inh: human desmoglein-3 autoantibody binding inhibition | P32926 | DSG3-coupled beads, scFv-anti-DSG3-GFP binding, flow cytometry; active compounds read low | binding (percent of control), % at 10 µM | actives 0.48% (n = 310,000) | AID 588358;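 active means binding more than 3 SD below its plate's average and above zero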;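 further: hits lower antibody fragment binding to DSG3; some compounds called inactive have numbers as strong as hits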
Target sequence (P32926 whole entry, looked up, the tested form may be a part): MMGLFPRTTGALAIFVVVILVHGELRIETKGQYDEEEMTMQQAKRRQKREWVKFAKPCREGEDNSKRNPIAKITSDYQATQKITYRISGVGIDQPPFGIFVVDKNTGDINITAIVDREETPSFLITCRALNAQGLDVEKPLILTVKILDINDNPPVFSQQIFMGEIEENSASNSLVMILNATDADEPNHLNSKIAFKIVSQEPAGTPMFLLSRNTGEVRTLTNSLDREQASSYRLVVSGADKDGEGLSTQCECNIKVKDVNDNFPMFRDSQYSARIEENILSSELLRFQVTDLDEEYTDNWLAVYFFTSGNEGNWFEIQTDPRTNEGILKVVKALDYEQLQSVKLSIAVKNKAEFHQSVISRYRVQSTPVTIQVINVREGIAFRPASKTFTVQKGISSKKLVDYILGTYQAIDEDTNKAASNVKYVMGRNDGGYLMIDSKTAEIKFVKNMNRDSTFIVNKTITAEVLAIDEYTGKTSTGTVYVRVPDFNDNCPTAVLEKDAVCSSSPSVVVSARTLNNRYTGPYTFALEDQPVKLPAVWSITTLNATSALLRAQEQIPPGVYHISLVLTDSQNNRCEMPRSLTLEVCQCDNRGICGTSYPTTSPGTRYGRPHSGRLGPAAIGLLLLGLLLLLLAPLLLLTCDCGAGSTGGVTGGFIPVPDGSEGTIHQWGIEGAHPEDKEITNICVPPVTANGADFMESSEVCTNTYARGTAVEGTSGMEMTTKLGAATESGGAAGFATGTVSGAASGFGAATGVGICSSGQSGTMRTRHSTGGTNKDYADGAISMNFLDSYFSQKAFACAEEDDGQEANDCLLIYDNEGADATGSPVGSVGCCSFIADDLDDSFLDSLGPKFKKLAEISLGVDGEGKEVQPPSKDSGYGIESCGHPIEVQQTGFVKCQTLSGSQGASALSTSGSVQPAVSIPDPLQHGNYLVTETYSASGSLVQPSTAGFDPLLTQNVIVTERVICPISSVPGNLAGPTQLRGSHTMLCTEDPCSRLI
MOR-DOR ag: agonists of human mu-delta opioid receptor heterodimerization. cells, OPRM1-OPRD1 heterodimerization, luminescence. activation, % at 9.3 µM. actives 0.3% (n = 340,000). AID 504326; in the data active means activation above about 18%;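 further: 0% = vehicle-treated cells and 100% = reference agonist; values of inactives mirror those of a sister screen read the other way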
Numbers without * were called inactive; . = no result given. Outcome played no part in choosing rows; any-hit rate near 3.2%.

SMILES	Mot1-301 SUMO	PKA-R1A activ	phage Ecoli inh	PfHsp90 set2	AddAB inh	HTR5A inv ctr	HTR5A ag ctr	E coli growth	OPRM1-OPRD1 inv	DSG3 Ab inh	MOR-DOR ag
COc1ccc(OC)c(NS(=O)(=O)c2cccc3cccnc23)c1	1.1	-0.8	2.7	8.3	-2.1	0.3	-0.1	-0.6	6.2	98.8	-1.3
CC1(NC(=O)Cc2c(F)cccc2Cl)CCS(=O)(=O)C1 (centres undefined)	1.9	0.8	0.7	18.1	0.8	-10.9	4.4	-2.6	-3.3	.	0.8
Cc1cnc(C(=O)OCc2c(C)cc(C(C)(C)C)cc2C)cn1	-26.7	2.5	0.6	17.0	-2.9	1.0	-2.1	-0.9	-8.3	.	1.3
CCCCC(=O)Nc1cccn2ncnc12	-4.6	6.3	2.0	-2.8	-0.5	6.1	-2.2	-2.2	5.0	101.5	-1.0
O=C(NNC1CC(=O)N(c2ccc3c(c2)OCCO3)C1=O)c1ccc(Cl)cc1 (centres undefined)	4.5	-2.8	3.1	-5.6	-0.5	15.4	-2.3	-0.4	4.5	107.3	-0.8
CC(=O)NS(=O)(=O)c1ccc2c(c1)C(=O)c1cc(S(=O)(=O)NC(C)=O)ccc1-2	5.9	-3.4	4.3	-10.8	-6.7	-6.8	2.3	0.4	4.2	110.9	-0.8
COc1ccccc1Cn1c(=O)oc2ccc(C)cc21	2.5	-4.3	0.3	-6.2	-1.2	15.3	9.8	1.1	0.0	111.9	0.0
COC(=O)C1=C(C)N(c2ccc(C(=O)OC)cc2)C(=O)C1	.	-22.8	3.0	.	2.6	-7.0	-2.2	-1.6	-29.8	101.3	5.5
CN(C)S(=O)(=O)c1cccc(NC(=O)COC(=O)c2cccc(S(=O)(=O)N3CCc4ccccc4C3)c2)c1	-20.7	7.8	2.3	5.9	1.0	11.8	-3.1	-2.3	12.0	111.0	-2.3
O=C(NC1CCCCCCC1O)c1ccccc1 (centres undefined)	.	-1.8	1.6	-48.6	.	17.2	-4.4	.	4.3	199.4	-0.8
COC(=O)c1c(C)[nH]c(O)c1C=Nc1ccc(C(C)C)cc1	6.6	-6.5	2.3	1.2	1.3	-6.3	-0.9	1.3	-43.5	100.2	8.3
CCn1c(SCC(=O)N2CCCC2)nc2c(c1=O)SCC2	-12.5	-5.3	2.9	-18.6	0.1	12.4	-2.4	-0.5	14.7	105.8	-2.7
CCn1c(SCC(=O)Nc2ccccc2N2CCCCC2)nc2c1c(=O)n(C)c(=O)n2C	102.1	2.9	0.1	11.1	1.5	-14.0	1.5	-3.0	-4.5	102.5	0.8
Cc1ccc(C(=O)NCCCNC(=O)c2ccccn2)cc1	1.2	-3.7	-2.9	-6.4	1.7	-30.8	10.8	0.5	-2.7	99.9	0.4
O=C(NC(=S)NCCN1CCOCC1)c1ccccc1Cl	4.6	-18.0	0.6	-6.5	2.1	-21.1	4.0	-1.2	2.3	70.2	-0.4
CCOC(=O)CN(C(=O)CSc1nnc(C)n1-c1ccccc1)c1ccccc1	-2.9	4.3	0.6	-6.9	1.1	-2.1	2.0	-2.7	2.8	112.4	-0.5
CN1CCN(c2ccc(CNC(=O)c3ccc4c(c3)OCCO4)cc2)CC1	14.4	0.5	1.5	14.7	-0.3	5.2	-2.0	1.3	15.0	.	-3.0
CN(C)C(=O)c1cc(C(=O)c2ccc(Cl)cc2Cl)c[nH]1	-3.6	-17.0	1.9	-2.6	3.7	3.0	-0.8	2.1	10.7	92.5	-1.9
Cc1ccc(NC(=O)N2CCCC2C(=O)Nc2nnc(C(C)C)s2)cc1 (centres undefined)	-3.8	-1.5	-0.1	-11.8	4.3	-17.1	7.0	-0.6	10.4	87.2	-1.9
CC(=O)NC(Cc1ccccc1)c1ccc2c(c1)OCCCO2 (centres undefined)	5.3	-10.5	3.6	10.7	0.7	-8.9	2.6	-3.4	-5.5	95.6	1.0
Cc1cc(C(=O)NCCC(c2ccccc2)c2ccccc2)c(C)o1	-0.1	-1.4	2.3	13.5	-2.5	-5.1	1.4	-2.9	-4.1	101.1	0.8
Clc1cccc(-c2ccc(C=Nc3ccc(N4CCOCC4)cc3)o2)c1Cl	.	-13.8	4.7	-18.4	.	-2.6	3.5	.	-32.1	115.4	6.3
CCOC(=O)c1c(Nc2ccccc2)sc(/C=C2\C=Nc3ccccc32)c1O	-9.3	-9.2	.	19.0	-2.2	22.5	-7.0	-2.8	1.7	103.6	-0.3
CC1CN(C(=O)COc2ccc3c(-c4ccccc4)cc(=O)oc3c2)CC(C)O1 (centres undefined)	3.7	-16.3	1.8	28.9	1.9	-14.5	5.7	1.1	18.0	.	-4.5
O=C(c1cccs1)N1CCN(S(=O)(=O)c2cccs2)CC1	3.4	0.1	1.3	-41.8	0.8	-13.7	-6.3	-2.1	-10.4	93.9	2.0

2 compounds picked at random from the list so far, as already listed:
SMILES	Mot1-301 SUMO	PKA-R1A activ	phage Ecoli inh	PfHsp90 set2	AddAB inh	HTR5A inv ctr	HTR5A ag ctr	E coli growth	OPRM1-OPRD1 inv	DSG3 Ab inh	MOR-DOR ag
CCCCC(=O)Nc1cccn2ncnc12	-4.6	6.3	2.0	-2.8	-0.5	6.1	-2.2	-2.2	5.0	101.5	-1.0
Cc1cnc(C(=O)OCc2c(C)cc(C(C)(C)C)cc2C)cn1	-26.7	2.5	0.6	17.0	-2.9	1.0	-2.1	-0.9	-8.3	.	1.3

(cont.)
SMILES	Mot1-301 SUMO	PKA-R1A activ	phage Ecoli inh	PfHsp90 set2	AddAB inh	HTR5A inv ctr	HTR5A ag ctr	E coli growth	OPRM1-OPRD1 inv	DSG3 Ab inh	MOR-DOR ag
Cc1ccc(S(=O)(=O)NC2CCC(C(=O)O)CC2)cc1 (centres undefined)	-7.0	-0.9	2.3	10.1	2.1	-5.5	6.6	0.4	-2.2	100.1	0.4
O=C(CSc1nnc(Nc2ccccc2F)s1)NCC1CCCO1 (centres undefined)	3.9	-8.9	3.1	.	0.0	14.8	-3.8	1.1	4.1	91.9	-0.8
Cc1nc(-c2ccccc2)nc(-c2ccccc2)n1	9.5	4.7	1.4	6.5	0.3	-10.8	3.7	-1.2	-4.7	102.8	0.8
c1ccc(CCN=C2CCCc3c2[nH]c2ccccc32)cc1	-8.7	4.6	2.2	16.6	-1.1	4.4	10.7	-2.6	-7.1	103.2	1.4
O=C(c1cccs1)N1CCCC(c2nc3c(nnn3Cc3c(Cl)cccc3Cl)c(=O)[nH]2)C1 (centres undefined)	14.7	1.3	-1.4	2.0	2.5	3.5	-1.4	-0.9	4.6	96.1	-0.7
O=C(NNc1ccc(Cl)cc1)c1cccs1	152.2	-5.5	2.4	15.8	-1.1	-9.6	-1.7	-1.4	49.5*	93.7	-9.7
C/C(CC(=O)NCc1ccco1)=N\NC(=O)CC#N	8.8	1.3	5.4	14.2	3.9	-1.4	3.0	-3.7	22.2	89.1	-4.8
CCN(CC(=O)NCCCN1CCOCC1)S(=O)(=O)c1cc(Cl)ccc1Cl	7.2	13.5	1.4	24.7	5.2	5.8	-2.0	-0.3	13.6	.	-2.1
Cc1cc(Br)ccc1NC(=O)c1ccc(-n2cncn2)c([N+](=O)[O-])c1	.	1.1	1.2	.	1.3	12.5	-5.1	1.5	-15.4	104.8	3.0
CCOc1ccc(C(=O)NCC(=O)OCCCOC(=O)CNC(=O)c2ccc(OCC)cc2)cc1	-7.4	-3.7	1.1	4.5	-1.3	-18.8	0.0	-0.9	13.8	.	-2.6
Cc1ccc(S(=O)(=O)n2c([N+](=O)[O-])cnc2C)c(C)c1C	-20.9	-4.9	-0.5	-14.0	2.2	-7.5	2.0	1.8	10.9	97.3	-2.1
COc1cccc(-c2ccc3ncnc(NCc4cccc(C)c4)c3c2)c1	-2.2	-6.0	-1.1	-23.5	1.6	-11.6	6.0	2.7	1.4	94.7	-0.2
COc1cccc(OC)c1OCCCOc1ccc(C)cc1Br	12.7	-7.6	2.7	33.6	2.5	6.3	7.4	-2.7	-0.4	103.3	0.1
COc1cccc(C(=O)Nc2ccc(NC(=O)Cc3ccccc3)cc2)c1	19.5	-2.1	1.6	-19.7	0.0	-4.2	1.1	-0.5	-4.6	92.4*	0.9
COc1ccccc1CCC(=O)Nc1cc(S(=O)(=O)N2CCOCC2)ccc1N1CCCC1	-2.6	-8.3	-1.9	.	0.3	5.9	-2.4	2.0	9.7	106.3	-1.9
COc1ccc(CNC(=O)C2CCCN2S(=O)(=O)c2ccc(S(=O)(=O)N(C)C)cc2)cc1 (centres undefined)	85.3	-0.2	3.4	-3.4	2.4	-39.4	6.9	-3.3	5.3	100.5	-1.0
Nc1n[nH]c2c1C1(CCCCC1)Cc1ccccc1-2	1.4	-5.2	4.3	-48.1	-4.0	-7.2	4.3	-5.1	-12.1	103.8	2.2
Cc1cc(=O)oc2cc(NC(=O)c3cccc(F)c3)ccc12	0.5	-2.6	-1.4	0.4	0.2	1.9	-0.5	0.7	12.8	95.4	-2.6
CCOC(=O)c1c(C)[nH]c(C)c1C(=O)CSc1nnc(-c2ccco2)n1Cc1ccccc1	3.6	-8.5	2.8	-8.2	0.3	10.3	2.8	-0.4	19.4	.	-3.1
Cc1nnc(SCC(=O)Nc2ccccc2)c2ccccc12	11.7	5.7	1.7	-57.9	-0.3	13.6	2.6	-2.1	6.3	102.4	-1.0
CCCCOC(=O)c1ccc(NC(=S)N2CCN(c3ncc4c(=O)c(C(=O)O)cn(CC)c4n3)CC2)cc1	1.5	4.1	3.4	33.9	3.2	-12.4	4.5	4.5	5.5	106.3	-1.0
O=C(CSc1ccc2nnc(CCNC(=O)c3ccccc3)n2n1)NC1CCCC1	9.5	-4.0	-0.9	0.3	1.0	12.6	6.5	0.5	10.8	106.4	-3.3
O=C(NCCc1c[nH]c2ccccc12)/C(=C/c1cccnc1)NC(=O)c1cccs1	4.3	2.1	6.5	2.0	1.7	-16.1	2.7	-0.9	2.4	97.6	-0.4
COc1ccc2cc1Oc1ccc(cc1)C[C@H]1c3cc(c(OC)cc3CCN1C)Oc1c(OC)c(OC)cc3c1[C@@H](C2)N(C)CC3	10.1	8.9	1.1	-2.0	-2.1	-19.3	-2.5	-3.6	-1.9	101.7	0.3
CCOC(=O)C1=C(COC(=O)COc2ccccc2C#N)NC(=O)NC1C (centres undefined)	9.9	4.5	4.6	-21.1	0.7	19.3	-7.4	0.5	5.5	98.7	-0.8
COc1cccc(-c2nc3ccccc3s2)c1	12.0	-1.5	0.1	.	6.1	14.3	-6.5	3.7	-1.2	96.4	0.2
COC(=O)c1ccc(CN2CCC(n3nccc3NC(=O)C3CCCC3)CC2)cc1	1.8	9.6	-0.2	34.6	4.5	0.0	0.0	-1.4	10.4	110.0	-1.8
COCC(C)n1c(=O)sc2ccccc2c1=O (centres undefined)	-6.1	-7.7	1.3	-25.6	-1.7	-1.9	0.8	1.1	-1.3	101.4	0.2
O=C(NC(=S)N1CCN(c2ccc([N+](=O)[O-])cc2)CC1)c1ccccc1Cl	10.6	-15.0	1.7	-41.2	2.3	8.0	-5.0	-2.1	-0.4	100.7	0.1
